Mdm2 MdmX PPI = inhibitors of human Mdm2-MdmX association, primary screen, cell-based, luminescence, split luciferase, SaOS-2, uHTS; Protein Mdm4 (Homo sapiens) + E3 ubiquitin-protein ligase Mdm2 (Homo sapiens), …; SaOS-2 split-luciferase Mdm2/MdmX complementation; inhibition, % at 8 µM; hit rate 3% among 330,000; AID 485346, 2010;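 active = inhibition of at least 50% at 8 µM in the primary screen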
UPR XBP1 act = activators of adaptive XBP1 UPR arm, primary screen, cell-based, CHO-XBP1 luciferase reporter, luminescence, uHTS. IRE1-XBP1 UPR activation; percent of tunicamycin response, DMSO as zero. activation, % at 20 µM. hit rate 0.33% among 330,000;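 active = versus positive control, 20 µM dose yields 30% or more activation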;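 also: 100% = tunicamycin at 10 µg/mL and 0% = DMSO only wells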
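Material: CHO cell line with stable XBP1 luciferase reporter; buffer or medium: F12 medium containing 10% fetal bovine serum; compound: single point, 20 µM final compound, 1% DMSO; incubation: 6 h treatment, 37 °C; measured by: glow luminescence from Steady-Glo reagent; evaluation: activation, % of tunicamycin; control set: tunicamycin high, DMSO low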
CHOP UPR activ = activators of apoptotic CHOP UPR arm, primary screen, cell-based, CHO-CHOP luciferase reporter, luminescence, uHTS; UPR activation; percent of tunicamycin response over DMSO baseline; activation, % at 10 µM; hit rate 0.34% among 330,000; AID 449763, 2010;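 active = at 10 µM dose, activation of 40% or more, normalized to positive control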;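 also: 100% = tunicamycin at 10 µg/mL and 0% = DMSO alone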
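Dosing – one dose, 10 µM in 0.5% DMSO · System – CHO-CHOP cells, stable luciferase reporter of PERK-eIF2a-CHOP signalling · Input – 500 cells/well · Control set – tunicamycin 10 µg/mL final as positive, DMSO-only wells as negative · Timing – 6 h compound treatment, 37 °C · Measure – % activation vs tunicamycin · Technique – luminescence read with Steady-Glo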
APJ antagonist = antagonists of human apelin receptor APJ, primary screen, CHO-K1 cells, beta-arrestin complementation, luminescence | inhibition, % at 20 µM | P35414 | hit rate 0.32% among 330,000;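 active = inhibition above about 40% at 20 µM, limit read from the data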;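 also: cells challenged with 10 nM apelin-13 agonist together with compound; plate controls were apelin-13 plus DMSO wells for no effect and DMSO wells lacking apelin-13 for full effect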
tim23-1 inh = growth inhibitors of tim23-1 mutant yeast, primary screen, luminescence, uHTS; S. cerevisiae tim23-1 growth, BacTiter-Glo luminescence, 24 h; hit rate 1.3% among 330,000; inhibition, % at 20 µM;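 active = growth inhibition of the mutant yeast at or above 50%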;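 also: temperature-sensitive mutant grown at 25 °C; plate controls were DMSO-treated mutant yeast for no effect and medium wells lacking yeast for full effect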
APJ ag = agonists of human apelin receptor APJ, primary screen, CHO-K1 cells, PathHunter beta-arrestin, luminescence; P35414; 0% DMSO wells, 100% apelin; activation, % at 20 µM; hit rate 0.11% among 330,000; AID 2520, 2010;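 active = activation more than six SD over the plate average, tested at 20 µM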;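 also: 0% = DMSO alone and 100% = apelin-13 at 10 nM; some results filed as inactive read as strong as hits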
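Assay system: CHO-K1 APJ beta-arrestin complementation cell line / Compound: single test compound dose, 20 µM final, 1% DMSO / Times: overnight seeding, 90 min compound at 25 °C, 1 h detection / Technique: beta-gal luminescence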
697 NFkB inh = inhibitors of PMA/ionomycin-induced NF-kB reporter, 697 cells, primary screen, B-cell NF-kB inhibitor project, cell-based, luminescence, uHTS; 697 B-cell NF-kB luciferase reporter, 16 h; inhibition, % at 4 µM; hit rate 0.33% among 330,000; AID 435022, 2010; in the data active = inhibition above about 35%
Jurkat NFkB inh = inhibitors of induced NF-kB luciferase reporter, primary screen, TCR NF-kB activation inhibitor project, cell-based, luminescence, uHTS. hit rate 0.53% among 330,000. AID 435003, 2010. Jurkat, PMA/ionomycin-induced NF-kB luciferase reporter. inhibition, % at 4 µM; in the data active = inhibition above about 50%
Active calls of the source: *.

SMILES	Mdm2 MdmX PPI	UPR XBP1 act	CHOP UPR activ	APJ antagonist	tim23-1 inh	APJ ag	697 NFkB inh	Jurkat NFkB inh
NS(=O)(=O)c1cc(C(=O)N=Nc2c(O)[nH]c3ccccc23)ccc1Cl	-18	0	5.9	4	-9	-7	-1	2
Cc1cnc(NC(=O)CSC(=S)N2CCOCC2)s1	19	-2	0.8	3	8	-4	8	4
CC(C)(C)NS(=O)(=O)c1ccc(CCC(=O)O)cc1	8	0	3.7	-6	-4	-3	9	4
Cc1cc(-c2ccc(C)c(S(=O)(=O)NC(C)Cc3ccco3)c2)on1 (stereo not drawn)	28	-2	-1.0	9	29	1	-15	9
COc1cc(C(=O)Nc2c(C(=O)O)[nH]c3ccc(Br)cc23)cc(OC)c1OC	-7	4	1.2	19	15	-1	-8	-6
O=S(=O)(NC1CCCCC1Oc1ccccc1)c1ccc(Cl)cc1 (stereo not drawn)	-3	3	-0.2	14	30	-3	12	14
CN(C(=O)c1ccc(NC(=O)Cc2cccc(NC(=O)C3CCN(C(=O)C4CC4)CC3)c2)cc1)C1CCCC1	-19	1	-0.5	-6	13	-4	-4	-9
CCOC(=O)c1c(NC(=O)CN2C(=O)c3ccccc3C2=O)sc(Cc2ccc3c(c2)OCO3)c1C	-15	-3	-0.1	19	1	-3	3	9
O=C(Nc1ccccc1C(F)(F)F)N1CCN(c2ccc3nnc(-c4ccc(F)cc4)n3n2)CC1	42	0	0.8	0	7	0	20	10
COc1ccc(C(=O)[C@H]2[C@H]3C(=O)N(c4ccc(OC(C)=O)cc4)C(=O)[C@H]3C3C=CC=NN32)cc1 (stereo partly drawn)	-1	-1	-0.7	8	14	-1	0	-13
Fc1c(F)c(C(F)(F)F)c(F)c(F)c1N/N=C\c1cccs1	35	4	12	-34	43	8	-23	-4
O=c1[nH]ncc2c3ccccc3n(Cc3ccc(F)cc3)c12	14	-4	-2.0	4	2	-2	4	11

By substructure: the entries above with an aryl methoxy group (2)
SMILES	Mdm2 MdmX PPI	UPR XBP1 act	CHOP UPR activ	APJ antagonist	tim23-1 inh	APJ ag	697 NFkB inh	Jurkat NFkB inh
COc1cc(C(=O)Nc2c(C(=O)O)[nH]c3ccc(Br)cc23)cc(OC)c1OC	-7	4	1.2	19	15	-1	-8	-6
COc1ccc(C(=O)[C@H]2[C@H]3C(=O)N(c4ccc(OC(C)=O)cc4)C(=O)[C@H]3C3C=CC=NN32)cc1 (stereo partly drawn)	-1	-1	-0.7	8	14	-1	0	-13

The listing continues.
SMILES	Mdm2 MdmX PPI	UPR XBP1 act	CHOP UPR activ	APJ antagonist	tim23-1 inh	APJ ag	697 NFkB inh	Jurkat NFkB inh
CC1CCCN(C(=O)c2ccc3nc[nH]c3c2)C1 (stereo not drawn)	10	0	1.0	-1	14	-1	9	-4
Cc1ccc(C(=O)NNC(=O)c2ccc(SCC3CCCO3)c([N+](=O)[O-])c2)cc1 (stereo not drawn)	-24	-2	-1.5	6	12	2	9	-7
CCSc1nnc(NC(=O)[C@H](C)NC(=O)c2ccccc2Cl)s1	3	-2	0.6	9	10	-3	-17	-3
CCCc1cc2c(OC(=O)CC)c(-c3ccc(C(=O)OCC)o3)c(=O)oc2cc1OC	-4	-1	2.1	-48	28	4	-3	-9
O=C(NCCC(=O)N1CCN(C(=O)c2ccco2)CC1)c1ccc(Br)cc1	5	-3	-2.9	-61	-1	-1	18	3
CC1=C(C(=O)Nc2ccccc2)C(c2ccc(C)cc2)N=C(Nc2nc3ccccc3o2)N1 (stereo not drawn)	40	16	74*	6	2	-1	23	9
O=C(COC(=O)c1cnccn1)c1ccccc1	-1	-1	-0.8	-13	-4	-3	0	9
O=C(C1=C(O)C(=O)N(Cc2ccccc2)C1c1ccncc1)c1ccco1 (stereo not drawn)	-14	-1	0.6	-8	5	0	4	11
COc1ccc(C)cc1NC(=O)CN(c1ccccc1)S(C)(=O)=O	3	-2	1.1	-6	4	-10	-11	-2
Cc1nnc(SCC(=O)c2ccccc2)n1Cc1ccccc1	-8	0	-0.8	-27	21	-1	-34	-4
COc1cc(OC)c(NS(=O)(=O)c2coc(C(N)=O)c2)cc1Cl	5	-1	-2.1	18	6	-3	-2	-14
CS(=O)(=O)CCC(C(=O)OCC(=O)c1ccc(Cl)cc1)N1C(=O)c2ccccc2C1=O (stereo not drawn)	-27	-2	3.7	0	8	-2	-43	-15

Exported with two lines to a compound: entries from further up.
Screens in order – Mdm2 MdmX PPI	UPR XBP1 act	CHOP UPR activ	APJ antagonist	tim23-1 inh	APJ ag	697 NFkB inh	Jurkat NFkB inh
CCCc1cc2c(OC(=O)CC)c(-c3ccc(C(=O)OCC)o3)c(=O)oc2cc1OC
 : -4	-1	2.1	-48	28	4	-3	-9
COc1cc(OC)c(NS(=O)(=O)c2coc(C(N)=O)c2)cc1Cl
 : 5	-1	-2.1	18	6	-3	-2	-14

Next part:
SMILES	Mdm2 MdmX PPI	UPR XBP1 act	CHOP UPR activ	APJ antagonist	tim23-1 inh	APJ ag	697 NFkB inh	Jurkat NFkB inh
Oc1cccc(Nc2nc(N3CCOCC3)nc(N3CCOCC3)n2)c1	56*	-5	4.9	-3	-8	1	32	-12
CN(C)NC(=S)Nc1ccc(Cl)cc1	-5	-3	1.5	-9	-18	-8	17	5
CCCc1nnc(SCC(=O)N2CCCCC2)n1CC1CCCO1 (stereo not drawn)	-12	-1	1.6	7	9	1	-7	7
C=C(C)CNC(=S)Nc1ccc(S(=O)(=O)Nc2cnc3ccccc3n2)cc1	-5	0	-2.1	-3	19	-3	17	9
Cc1nccc(-c2ccc3c(c2)OCO3)n1	2	-1	1.4	4	17	-1	10	-6
O=S(=O)(Nc1nc2ccccc2nc1OCC(F)(F)F)c1cccs1	1	0	-1.6	-14	28	-1	17	4
CC(C)N(Cc1nc(-c2ccccc2)no1)C(=O)COc1ccccc1	-9	3	-1.5	16	26	-3	13	-1
O=c1c(NCCc2ccc(Cl)cc2)c(-c2ccccc2)c1=O	4	-3	0.7	-9	17	-3	-52	-32
COc1cccc(C(c2nnnn2CS(=O)(=O)c2ccc(C)cc2)N2CCN(C)CC2)c1OC (stereo not drawn)	-1	0	0.3	3	16	4	8	-6
O=C(CSCc1ccccc1Br)Nc1ccccc1	25	-2	-1.6	3	20	0	7	-15
Cn1nc(-c2ccc(OCC(N)=O)cc2)c2ccccc2c1=O	-14	3	-1.2	-5	0	0	4	6
Cc1nc2c(o1)CCc1ccccc1C2O (stereo not drawn)	9	1	-0.4	-5	2	-4	2	8
CC(=O)N1c2ccc(S(=O)(=O)NCC3CCC(C(=O)NC4CCCCC4C)CC3)cc2CC1C (stereo not drawn)	29	-7	1.9	17	4	0	3	10
O=C1CNC(=O)/C1=C\N1CCCCC1	12	0	0.6	15	9	-5	13	13
CCc1ccc(NC(=S)N(CCCN2CCOCC2)Cc2ccccn2)cc1	7	0	-0.7	5	16	-2	-7	1
C/C(=N\NC(=O)CSCc1ccc([N+](=O)[O-])cc1)c1cccc(Br)c1	-3	-2	0.2	-8	9	0	3	8
COc1ccc(Cn2cccc(NC(=O)Nc3cccc(C#N)c3)c2=O)cc1	67*	0	-0.7	-3	12	-2	-3	13
COc1ccc(-c2csc(Nc3cccnc3)n2)cc1OC	9	8	4.5	-1	3	2	4	-16
CC(=O)c1ccc(N(CC(=O)NC2CCCCC2)C(=O)CNC(=O)c2cccs2)cc1	1	-5	-1.6	7	8	0	-2	-2
COc1cccc(NC(=O)CNC(=O)c2ccc(F)cc2)c1	-1	-4	-1.9	10	8	1	-22	-4
O=C(COC(=O)COc1ccccc1)NCc1ccco1	-6	-2	-0.4	9	17	-2	14	21
S=c1[nH]nc(-c2cccc(Br)c2)o1	7	-2	0.6	-2	21	3	-2	-12
Nc1ccc(CSc2ccc(Cl)cc2)cc1	-26	-1	1.0	7	27	-1	-22	-15
Cc1cc(N2CCOCC2)ccc1/C=C1\NC(=O)N(CC(=O)Nc2ccc(F)cc2)C1=O	15	-6	2.9	-4	5	-3	-47	-32
Cc1ccc(C(C)C)c(OCCn2c(=O)oc3ccccc32)c1	-4	9	0.5	-5	19	-4	6	13
COc1ccc(NC(=S)/N=C(\N)Nc2nc(C)c3ccc(C)cc3n2)cc1	37	3	2.0	0	13	-3	-27	12
COc1ccccc1CNC(=O)CCCNC(=O)c1ccc(Cl)cc1	-23	-2	-0.2	20	-3	0	-8	-7
COc1ccc(NC(=O)c2ccc(OC)c(S(=O)(=O)N3CCCCC3C)c2)cn1 (stereo not drawn)	-9	0	-1.4	13	15	-1	-17	-3
Cc1ccc2c(NC(=O)c3ccco3)cccc2n1	-1	-3	0.5	-19	10	-3	13	0
COC(=O)CC[C@@H](C(=O)O)N1C(=O)c2ccccc2C1=O	15	3	1.7	5	5	-2	26	-7
Cc1occc1-c1nnc(SCC(=O)N2CCN(c3ccccc3)CC2)n1C	13	-3	-0.1	1	4	-5	7	12
CCOc1ccc(NC(=O)C(=O)NCc2ccncc2)cc1	18	-2	-1.8	2	-4	-4	11	4
CCC1Sc2ccccc2N(CC(=O)NCCC(C)C)C1=O (stereo not drawn)	12	1	1.1	17	13	-3	1	-1
CCOC(=O)c1c(NC(=O)Cn2nc(C(=O)O)c3ccccc3c2=O)sc2c1CCC(C)C2 (stereo not drawn)	7	-1	-1.5	19	-11	-2	-10	-11
CC(=O)Nc1ccc(-c2csc(Nc3ccccn3)n2)cc1	-293	1	6.8	-31	-6	-4	-200	-148
CN1CCN(C(=S)Nc2cccc(Cl)c2)CC1	-15	0	-0.3	6	15	-1	-2	-23
CCn1c(/C=C/c2ccccc2[N+](=O)[O-])nc2ccccc2c1=O	9	0	0.0	-4	19	0	-2	-17
O=C(CN1CCN(S(=O)(=O)N2CCOCC2)CC1)Nc1cc(Cl)ccc1Cl	22	-4	-1.5	-3	8	4	-7	-8
O=C(CCNC(=O)c1ccc([N+](=O)[O-])cc1)NC1CCCCCC1	-22	0	0.6	0	10	-1	19	-16
CN(Cc1cccs1)C(=O)C1CC(=O)N(Cc2ccccc2)C1 (stereo not drawn)	-2	1	0.1	7	-14	-3	19	-4
COc1ccc(NC(=O)CCS(=O)(=O)c2ccccc2)c(OC)c1	0	-1	3.7	15	3	-1	12	13
Cc1cccc(C)c1NC(=O)N1CCC(N2CCCCC2)CC1	0	-1	-1.6	7	6	-2	22	11
Cc1ccc2oc(-c3cccc(NC(=O)Cn4cnc5c(=O)n(C)c(=O)n(C)c54)c3)nc2c1	-28	26	4.4	-13	16	3	-50	-40
Cc1nnc2ccc(-c3cccc(NS(=O)(=O)c4ccccc4[N+](=O)[O-])c3)nn12	56*	0	-1.6	7	8	16	40*	-9
CS(=O)(=O)Nc1cccc2[nH]ncc12	7	-3	-1.0	-25	12	-3	17	6
Cc1ccc(NC(=O)COC(=O)c2ccc3c(c2)NC(=O)C2CCCN32)cc1 (stereo not drawn)	6	-1	1.5	20	3	-1	3	-4
Cc1cc(C(=O)N2CCCC(C(=O)c3cc(F)ccc3F)C2)c(C)o1 (stereo not drawn)	5	-2	-1.2	0	12	-6	12	-15
COc1ccc(NC(=O)OCC(C)C)cc1OC	-12	3	0.2	14	12	-3	-31	-37
CCc1ccc(NC(=S)N(CCN2CCOCC2)Cc2ccccc2F)cc1	20	-2	-0.9	12	29	-3	-11	0
